# All columns: NCI-60 one-dose screen, growth in % after 48 h at 10 µM unless noted; 100 = growth as untreated, 0 = no growth, -100 = all killed.
# HS 578T – HS 578T breast cancer; AID 1794788; 78,000 tested, 4.1% active
# MCF7 – MCF7 breast cancer. 82,000 tested, 6.3% active. AID 1794796
# BT-549 – BT-549 breast cancer; 78,000 tested, 4.4% active
# MDA-MB-231 – MDA-MB-231 breast cancer; 81,000 tested, 5% active; AID 1794789
# T-47D – T-47D breast cancer; 79,000 tested, 5% active
# SK-MEL-28 – SK-MEL-28 melanoma; AID 1794761; 81,000 tested, 4.1% active
# LOX IMVI – LOX IMVI melanoma | 79,000 tested, 7.4% active
# MDA-MB-468 – MDA-MB-468 breast cancer; 78,000 tested, 8.5% active
# Starred values were filed as active, the others as inactive; nt = not tested or not shown; & = joins results of further samples; [ ] = another dose, or the depositor's remark. Rule for the calls: active = growth percent below 10; inactive = the rest.
SMILES,HS 578T,MCF7,BT-549,MDA-MB-231,T-47D,SK-MEL-28,LOX IMVI,MDA-MB-468
CC(C)(C)c1ccc(S(=O)(=O)Oc2ccc(NC(=O)C3CCCCCC3)cc2)cc1,91,36,78,91,35,98,78,62
CN(C)C(=S)SC1(CN2CCOCC2)COc2c(Cl)cc(Cl)cc2C1=O (stereo not drawn),99,14,76,nt,nt,91,30,26
CCNC1CCC(Nc2ccnc3cc(Cl)ccc23)CC1 (stereo not drawn),99,94,92,85,91,103,95,75
N#CCCNC=O,95,98,107,nt,nt,105,95,95
CCC(c1ccc(OC)cc1)C(CC)c1ccc(N(C)C)cc1 (stereo not drawn),120,109,96,109,86,104,95,111
CCN1C(=S)N(CC)C2C1NC(=O)N2/N=C/C=C/c1ccccc1[N+](=O)[O-] (stereo not drawn),88,77,103,93,94,102,96,79
N=C(N)SCc1ccc(Br)cc1,100,88,nt,70,nt,101,91,90
CCCCN(CCCC)C(C)C(O)c1ccc2c3c(cccc13)CC2 (stereo not drawn),nt,97,100,96,109,106,53,111
CC12CC[C@@H]3[C@]4(C)COC(c5ccccn5)O[C@@H]4CC[C@@]3(C)[C@@H]1CC(C1=CCOC1=O)O2 (stereo partly drawn),96,103,115,99,104,110,103,98
COC(=O)c1cnc2c(c1)Oc1ccc(Cl)cc1-c1cc(C)nn1-2,56,83,83,35,60,96,60,92
CCC(C)CC(CC)NCCN1CCN(C(CC)CC(C)CC)C1=S (stereo not drawn),67,-61*,79,-12*,-9.8*,20,0.0*,-44*
CC(C)CCC[C@@H](C)[C@H]1CC[C@H]2[C@@H](Nc3ccc(O)cc3)CCC[C@]12C,104,56,113,109,-16*,98,35,-14*
Nc1ccc(CCCC(=O)O)cc1,105,100,100,100,100,112,97,101
Cn1nc(C(F)(F)F)c(-c2cc(C(F)(F)F)cc(C(F)(F)F)c2)c1-c1ccc(OCc2ccc(Cl)cc2)cc1O,4.4*,3.0*,2.7*,-32*,-12*,28,6.2*,-5.0*
CC1=C(C)CS(=O)(=O)[C@@]2(C1)Cc1c(C)cccc1C2=O,96,90,105,110,101,118,95,114
CN(CCO)c1ncnc2c1ncn2C,106,98,105,105,98,106,100,102
CCCCCOC(=O)c1nc(NCC2CCCCC2)sc1N,102,92,84,78,77,99,95,93
C/C=C/C1=CN2C(=O)c3cc(OC4OC(C)C(NC)C(C)(O)C4O)c(C)c(O)c3N=C[C@@H]2C1 (stereo partly drawn),-12*,1.0*,-34*,-10*,-8.3*,-37*,-21*,-58*
O=C(COCC(=O)N/N=C/c1ccc(Cl)cc1)N/N=C/c1ccc(Cl)cc1,106,96,93,88,106,102,103,106
COc1cc(OC)cc(-c2cncn2-c2ccc(-c3nc4ccc(F)cc4s3)cc2)c1,101,91,118,90,99,97,92,82
CC(=O)Oc1ccc(C)cc1,87&118,95&101,96,111&105,104&107,106&115,101&100,99&107
O=[N+]([O-])c1ccc(/C=C/C=C/C2(CCl)OCCO2)cc1,119,97,92,106,98,104,102,95
C=CCC(O)(CC=C)CCC,nt,89,99,110,99,93,90,99
O=C(Nc1ccccc1)c1cc(-c2ccccn2)nc2ccccc12,102,155,nt,91,85,105,92,112
COc1ccc(-c2cc(-c3ccc(Nc4nc(Nc5ccc(Cl)cc5)nc(Nc5ccc(Cl)cc5)n4)cc3)nc(N)c2C#N)cc1,29,32,-55*,-31*,3.9*,-47*,-75*,nt
COc1cc(C2CC(=O)Nc3ccsc32)cc(OC)c1OC (stereo not drawn),111,98,101,87,95,100,97,96
Brc1cc(Br)c(OCC2CO2)c(Br)c1 (stereo not drawn),86,98,100,nt,nt,94,94,60
O=c1oc2c(cnc3ccccc32)cc1-c1cccc(Cl)c1,105,99,115,98,107,105,102,104
O=C(O)c1cc(O)c(O)c(OC(=O)c2cc(O)c(O)c(O)c2)c1,116,91,108,109,116,111,91,99
CCCCc1nc(Cl)c(C2CC(c3cc(OC)c(OC)c(OC)c3)=NN2c2ccc(Cl)cc2)[nH]1 (stereo not drawn),98,75,94,84,82,89,91,87
CC(CN1CCCCC1)C(=O)c1ccccc1 (stereo not drawn),103,91,116,100,99,106,98,105
Cc1ccc(C(=O)Nc2ccc(C(=O)NC(=S)Nc3ccc(C(=O)O)cc3)cc2)cc1,58[100 µM],78[100 µM],48[100 µM],87[100 µM],39[100 µM],85[100 µM],nt,83[100 µM]
COc1c2c(cc3c1c(=O)c1ccc(O)c(OC)c1n3C)OCO2,94,nt,99,107,92,106,95,112
N#Cc1c(-c2ccc(Cl)cc2Cl)c(C#N)c(=O)n(-c2nccs2)c1N,94,91,92,94,98,89,96,91
O=C1NN=CN2c3ccc(Br)cc3CC(O)CC12 (stereo not drawn),100,96,105,108,92,106,101,103
C=CCC(O)c1ccc(OC)c(OC)c1 (stereo not drawn),112,97,102,109,79,106,98,113
O=[N+]([O-])Cc1c2ccccc2nc2ccccc12,104,97,102,100,104,104,95,94
CS(=O)(=O)c1ccc(N)cc1,121,95,118,105,100,107,109,105
CCOC(=O)c1sc(/N=C2\C(=O)Nc3ccc(OC)cc32)nc1C,99,84,79,112,96,119,86,123
CCOC(=O)C1CCN(c2ccc(N3C[C@H](CNC(=O)c4ccc(C(=N)N)cc4)OC3=O)cc2)CC1,105,98,106,106,98,101,94,96

# Entries from the list above that contain a Cl atom, in the order listed:
SMILES,HS 578T,MCF7,BT-549,MDA-MB-231,T-47D,SK-MEL-28,LOX IMVI,MDA-MB-468
CN(C)C(=S)SC1(CN2CCOCC2)COc2c(Cl)cc(Cl)cc2C1=O (stereo not drawn),99,14,76,nt,nt,91,30,26
CCNC1CCC(Nc2ccnc3cc(Cl)ccc23)CC1 (stereo not drawn),99,94,92,85,91,103,95,75
COC(=O)c1cnc2c(c1)Oc1ccc(Cl)cc1-c1cc(C)nn1-2,56,83,83,35,60,96,60,92
Cn1nc(C(F)(F)F)c(-c2cc(C(F)(F)F)cc(C(F)(F)F)c2)c1-c1ccc(OCc2ccc(Cl)cc2)cc1O,4.4*,3.0*,2.7*,-32*,-12*,28,6.2*,-5.0*
O=C(COCC(=O)N/N=C/c1ccc(Cl)cc1)N/N=C/c1ccc(Cl)cc1,106,96,93,88,106,102,103,106
O=[N+]([O-])c1ccc(/C=C/C=C/C2(CCl)OCCO2)cc1,119,97,92,106,98,104,102,95
COc1ccc(-c2cc(-c3ccc(Nc4nc(Nc5ccc(Cl)cc5)nc(Nc5ccc(Cl)cc5)n4)cc3)nc(N)c2C#N)cc1,29,32,-55*,-31*,3.9*,-47*,-75*,nt
O=c1oc2c(cnc3ccccc32)cc1-c1cccc(Cl)c1,105,99,115,98,107,105,102,104
CCCCc1nc(Cl)c(C2CC(c3cc(OC)c(OC)c(OC)c3)=NN2c2ccc(Cl)cc2)[nH]1 (stereo not drawn),98,75,94,84,82,89,91,87
N#Cc1c(-c2ccc(Cl)cc2Cl)c(C#N)c(=O)n(-c2nccs2)c1N,94,91,92,94,98,89,96,91

# Further records:
SMILES,HS 578T,MCF7,BT-549,MDA-MB-231,T-47D,SK-MEL-28,LOX IMVI,MDA-MB-468
O=C(O)/C=C\C(=O)NNc1ccc(Cl)cc1Cl,107,99,95,58,63,113,99,115
O=C(CC1(O)C(=O)Nc2ccc(F)cc21)c1cc2ccccc2oc1=O (stereo not drawn),98,72,114,87,97,116,82,86
COc1ccc2c(c1)/C(=C\c1c[nH]c3ccccc13)C(=O)N2,86,60,128,78,77,101,81,90
S=C(N/N=C/c1ccc(I)cc1)NC12CC3CC(CC(C3)C1)C2,nt,68,134,103,88,104,115,98
CC(C)(C)OC(=O)N1C(=O)c2c(c3c4ccc(Br)cc4oc3c3[nH]c4ccccc4c23)C1=O,92,51,93,91,61,108,nt,93
COc1cc2c(cc1O)[C@@]1(C)[C@H](c3ccccc3Br)OC(=O)N1CC2,98,99,93,96,65,99,91,61
Nc1nc(-c2ccccc2)ns1,116&98,86&93,98&109,96&101,90&96,106&104,92&92,111
CCOC(=S)Nc1ccc(S(=O)(=O)Nc2ccc(Cl)nn2)cc1,109,97,117,101,103,106,97,nt
COc1cc2cc(Oc3ccc(NC(=O)c4cc(Cl)cc(Cl)c4)cc3)c(C)nc2cc1OC,78,53,54,76,104,101,90,63
COc1cc2oc(-c3cccc(NC(=O)c4cc(NC(=O)[C@H](C)N)ccc4C)c3)cc(=O)c2c(OC)c1OC,93,95,125,92,74,113,98,94
Cc1ccc(S(=O)(=O)O)c2ccccc12,108,110,110,94,87,132,94,107
COc1cc2oc(-c3cccc(C(=O)Nc4ccc(Cl)cc4)c3)cc(=O)c2c(OCC(=O)NCC(=O)OC(C)(C)C)c1OC,89,85,96,81,83,88,nt,97
S=c1[nH]c(=S)c2[nH]cnc2[nH]1,115,95,98,95,86,99,99,94
COc1cc2cc3c(nc2cc1OC)CCN3Cc1ccc(NC(=O)Nc2ccccc2)cc1,85,75,84,55,74,96,89,65
CN1CCN(c2ccc(/C=N/Nc3nc4ccccc4c(=O)n3-c3ccccc3)cc2)CC1,92,93,108,105,93,103,122,91
Nc1n[nH]c2cccc(C#Cc3cccc(NC(=O)c4cc(F)cc(C(F)(F)F)c4)c3)c12,37,68,80,48,67,67,37,92
CCCCOCC(=O)NC(NP(=O)(N(C)C)N(C)C)C(Cl)(Cl)Cl (stereo not drawn),113,103,117,121,7.7*,125,110,nt
CCc1ccc(Nc2ncnc3sc4c(c23)CCN(Cc2ccccc2)C4)cc1,90,53,118,75,65,99,100,57
COc1cc(CNc2oc(-c3ccccc3)c(-c3ccccc3)c2C#N)cc(CN2CCCC2)c1O,100,82,92,74,92,106,99,114
CCCC(=O)Nc1ccc(C)cc1,104,95,108,118,100,109,102,95
CN(c1ccccc1)c1ncnc2c1ncn2C,103,98,101,109,100,112,99,113
COc1cc(CC2=C(N(C)c3ccccc3)COC2=O)cc(OC)c1OC,78,84,109,107,95,100,103,90
COc1ccccc1CNCCCN1C(=O)c2ccc3c4c(ccc(c24)C1=O)C(=O)N(CCCNCCCCNCCCCN)C3=O,nt,-35*,102,8.1*,-1.0*,-14*,-3.5*,-47*
Cc1cc2ccccc2c[n+]1CCC1CCCCC1,94,71,59,73,56,95,82,22
O=C(c1nnc(Nc2ccc([N+](=O)[O-])cc2)o1)c1c[nH]c2ccccc12,98,32,104,79,42,107,90,103
CCCCCCCn1cc2c(NCCc3ccccc3)ncnc2n1,88,87,100,94,95,101,117,105
CC1(C)CC[C@]2(C(=O)Nc3ccccc3)CC[C@]3(C)C(=CC[C@@H]4[C@@]5(C)CC[C@H](N)C(C)(C)[C@@H]5CC[C@]43C)[C@H]2C1,93,-74*,113,72,82,109,-99*,1.8*
CCCCn1cnc2c(SCc3ccc(Cl)cc3)nc(N)nc21,96,86,91,78,56,102,86,72
CCN(CC)CCOCCOC(=O)c1ccc(N)cc1,110,113,114,123,103,124,89,119
COc1c(Br)cc(CO)c([N+](=O)[O-])c1OC,100,99,110,95,92,124,94,82
CCC1(C)C=C2CCC3C(C)(C(=O)O)CCCC3(C)C2CC1 (stereo not drawn),91,100,108,112,94,111,107,106
O=C1OC(=O)c2cc([N+](=O)[O-])ccc21,97,97,106,101,98,107,97,98
CSc1ccc(Cl)cc1,nt,105,109,107,93,108,102,103
CCC(C)CC(C)C(=O)c1c(O)ccn(O)c1=O (stereo not drawn),62,19,36,45,35,29,6.8*,14
CC(C)=CCc1ccc(O)c(=O)cc1C(C)C,73,22,-2.1*,52,20,35,22,-24*
Cc1[nH]nc2c1C(c1cc3c(cc1Br)OCO3)C(C#N)=C(N)O2 (stereo not drawn),107,96,106,98,95,109,95,92
Cc1cccc(/C=N/n2c(-c3ccc(Cl)cc3)nc3c(Br)cc(Br)cc3c2=O)c1,65,37,88,45,44,61,53,47
CC(=O)OCC(=O)[C@@]1(O)CC[C@H]2[C@@H]3C[C@H](F)C4=CC(=O)CC[C@]4(C)[C@H]3[C@@H](O)C[C@@]21C,nt,92,106,107,112,112,104,123
CCOC(=O)c1c(C)nc2c(c1N)CC(=O)N2Cc1cc(F)cc(Cl)c1,108,85,96,87,76,105,97,85
C[C@@H]1CCC2=C(CCC[C@]2(C)C(=O)O)[C@@]1(C)CCc1ccoc1,88,97,117,90,95,115,98,95
Nc1nc(-c2ccc(Cl)cc2)cc(-c2ccc(Nc3nc(Nc4ccccc4)nc(Nc4ccc(Cl)cc4)n3)cc2)n1,nt,60,90,48,65,105,80,97
CC(C)=N/N=C1/NC(=O)C(c2ccccc2)S1 (stereo not drawn),100,97,110,95,106,109,96,115
COc1ccc(Cc2nnc(SCC(=O)c3ccc(C)cc3)n2-c2ccccc2)cc1,103,91,nt,94,nt,111,99,89
CCOC(=O)C1=C(N)Oc2c(sc3c(C)cccc23)C1c1ccc(OC)cc1 (stereo not drawn),30,7.6*,50,46,26,47,32,0.9*
C=CCN1CCN(C(=S)SCc2cc(=O)oc3ccc(C)cc23)CC1,98,93,111,96,90,112,98,100
O=C(CCCCCCNC(=O)C(O)(O)C(F)(F)F)Nc1ccc(Br)cc1,16,14,19,28,8.1*,9.4*,-75*,8.6*
CC1(C)CC[C@]2(C(N)=O)CC[C@]3(C)[C@H](C(=O)C[C@@H]4[C@@]5(C)CCC(=O)C(C)(C)[C@@H]5CC[C@]43C)[C@@H]2C1,94,93,112,100,80,100,100,110
Nc1nc(-c2ccccc2)nc2[nH]nc(NCc3ccccn3)c12,102,80,111,95,91,100,109,101
O=C(/C=C/C(=O)Nc1ccc(F)cc1F)Nc1ccc(F)cc1F,81&121,95&102,113&92,93,111,120&110,92&97,104&98
Cc1c(Cl)cccc1-n1cc(CN2C(=O)C3CCCN3C(=O)c3ccccc32)nn1 (stereo not drawn),93,97,107,105,104,109,99,107
CCCCCCCCCCCCCCn1cc(C=C2C(=O)NC(=S)NC2=O)c2cc(Br)ccc21,100,93,109,112,97,108,99,108

# Compound activity deposited in PubChem BioAssay by NCI.
